Source: PubChem BioAssay (several laboratories)
ERa coact pot – enhances coactivator binding to human estrogen receptor alpha | P03372 | TR-FRET ERalpha-LBD/SRC-Cy5 coactivator binding, 2 h; 100 = basal binding, no effect | coactivator binding (% of control), % at 25.6 µM | 1.3% of 86,000 active | AID 639; in the data active means activity above about 200%;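 further: binding measured in presence of low estradiol as agonist stimulus; 0% = peptide alone without receptor and 100% = receptor with peptide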
sEH act – activators of human soluble epoxide hydrolase. P34913. purified human sEH enzymatic activity, activator screen. activation, % at 2 µM. 0.04% of 91,000 active; in the data active means activation above about 37%; further: values of inactives mirror those of a sister screen read the other way
Target sequence (P34913 whole entry, looked up): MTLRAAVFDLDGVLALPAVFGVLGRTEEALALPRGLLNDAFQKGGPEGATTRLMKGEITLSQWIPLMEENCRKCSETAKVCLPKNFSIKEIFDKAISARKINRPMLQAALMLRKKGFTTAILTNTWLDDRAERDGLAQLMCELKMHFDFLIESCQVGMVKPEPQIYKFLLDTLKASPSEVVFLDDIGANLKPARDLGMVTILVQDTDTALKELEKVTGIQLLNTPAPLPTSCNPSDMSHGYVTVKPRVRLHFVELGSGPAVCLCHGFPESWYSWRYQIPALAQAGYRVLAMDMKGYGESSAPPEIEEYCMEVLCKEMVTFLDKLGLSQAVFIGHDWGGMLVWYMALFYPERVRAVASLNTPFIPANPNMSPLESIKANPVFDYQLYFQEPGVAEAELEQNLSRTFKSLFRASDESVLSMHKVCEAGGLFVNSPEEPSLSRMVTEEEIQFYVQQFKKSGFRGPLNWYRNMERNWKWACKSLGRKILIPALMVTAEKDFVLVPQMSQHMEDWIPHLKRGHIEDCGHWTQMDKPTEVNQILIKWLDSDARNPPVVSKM
Smad3 inh – Smad3 (human) transcription factor binding inhibition | P84022 | TR-FRET Smad3/Dy647-FoxH1 peptide binding, europium anti-His | inhibition, % at 25 µM | 0.29% of 88,000 active;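 active means compounds that reduce the energy-transfer binding signal between the protein and its labelled peptide by more than half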;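 further: 0% = Smad3 plus labelled peptide maximal FRET and 100% = peptide-only background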
sEH inhibitor – soluble epoxide hydrolase (human) inhibition; P34913; AID 707; 0.34% of 91,000 active; recombinant human sEH enzymatic activity assay; inhibition, % at 2 µM; in the data active means inhibition above about 80%; further: values of inactives mirror those of a sister screen read the other way; many of its hits are not listed in these tables
CD11b adhes inh – CD11b/CD18-fibrinogen binding inhibition. 0.54% of 93,000 active. K562 CD11b/CD18 adhesion to fibrinogen, ATPlite luminescence; Mn2+ added to activate the integrin. inhibition, % at 10 µM. P05107+P11215;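 active means primary inhibition of 50% or more at 10 µM, then 40% or more on retest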; further: some results filed as inactive read as strong as hits
ERb SRC1 inh – blocks coactivator binding to human estrogen receptor beta; Q92731; 1.3% of 86,000 active; inhibition, % at 25.6 µM; TR-FRET ER-beta LBD / SRC1-Cy5 peptide binding; receptor agonist-loaded with 1 µM estradiol;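 active means compounds whose percent inhibition of the receptor-coactivator binding signal exceeds about 50% in the single-dose screen, limit read from the data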;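 further: 0% = receptor plus peptide wells without compound and 100% = peptide-only wells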
Target sequence (Q92731 whole entry, looked up, the tested form may be a part): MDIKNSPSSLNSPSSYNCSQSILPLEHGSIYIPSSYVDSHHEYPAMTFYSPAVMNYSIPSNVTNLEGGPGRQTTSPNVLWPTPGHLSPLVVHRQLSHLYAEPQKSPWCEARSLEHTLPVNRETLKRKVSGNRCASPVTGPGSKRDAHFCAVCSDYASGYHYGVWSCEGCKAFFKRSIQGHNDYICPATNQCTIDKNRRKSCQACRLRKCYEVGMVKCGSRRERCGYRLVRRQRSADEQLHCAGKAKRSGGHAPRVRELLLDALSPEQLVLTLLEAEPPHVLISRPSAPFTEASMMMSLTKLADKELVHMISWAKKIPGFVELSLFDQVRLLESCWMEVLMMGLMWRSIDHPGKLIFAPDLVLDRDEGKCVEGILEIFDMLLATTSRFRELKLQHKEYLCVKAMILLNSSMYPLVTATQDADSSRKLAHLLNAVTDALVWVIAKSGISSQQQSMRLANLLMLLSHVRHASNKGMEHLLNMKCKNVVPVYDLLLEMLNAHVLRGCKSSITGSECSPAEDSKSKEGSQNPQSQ
Candida biofilm – kills Candida albicans biofilms; C. albicans biofilm + clotrimazole, Alamar Blue; inhibition, % at 6 µM; 0.14% of 85,000 active; AID 834;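 active means inhibition above 20%; inactive means inhibition below 20%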;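 further: preformed 24 hr biofilms exposed to compound for 48 hr; 0% = biofilm without compound and 100% = blank killed by clotrimazole plus chlorhexidine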
MT1-MMP txn act – MT1-MMP promoter transcription activation; HT1080 MT1-MMP promoter luciferase reporter, luminescence, overnight; stronger effect = higher value; activation factor at 10 µM; AID 750; 0.16% of 86,000 active;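 active means activation factor of at least 2 for MT1-MMP transcription at 10 µM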
Mac1 fbg enh – enhancers of human CD11b/CD18 binding to fibrinogen; P05107+P11215; K562 CD11b/CD18 adhesion to fibrinogen, ATPlite luminescence; activation, % at 10 µM; 0.07% of 93,000 active;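 active means 10 µM primary screen giving 50% or more activity, confirmed by 40% or more on retest at that dose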; further: strong numbers were not always called active; reference of the scale not given here
* marks the source's active call; other numbers are inactive results; nt = no result given; [ ] = dose if it differs, or a comment. Some of the compounds tested (hit frequency here may not be typical).

SMILES | ERa coact pot | sEH act | Smad3 inh | sEH inhibitor | CD11b adhes inh | ERb SRC1 inh | Candida biofilm | MT1-MMP txn act | Mac1 fbg enh
CCOc1ccc(S(=O)(=O)N(C)c2ccc(OCC(=O)N3CCOCC3)cc2)cc1 | 84 | -12 | -2 | 9 | 1 | 20 | 2 | 1.1 | -1
N#CC1C(C#N)N2CCCN2C1c1ccc(Cl)cc1 (stereo unspecified) | 97 | 0 | 11 | 3 | nt | -6 | 2 | 1.3 | nt
CCOC(=O)C1CCN(Cc2nc3ccccc3c(=O)n2-c2ccc(OCC)cc2)CC1 | 106 | 7 | 5 | -5 | 18 | 0 | 3 | 1.1 | 1
CCCCNS(=O)(=O)c1ccc2nc(SCC(=O)Nc3sccc3C#N)[nH]c2c1 | 86[fluorescence artefact?] | 0 | 15 | -2 | 102* | 1 | 5 | 1 | -8
CC(C)OCCCNC(=O)c1cccs1 | 111 | -1 | -2 | 1 | -8 | -5 | 6 | 1.1 | -6
O=C(NC(C(=O)N1CCCC1C(=O)O)=C1CCCCC1)c1ccccc1 (stereo unspecified) | 152 | nt | 0 | nt | 9 | 0 | 3 | 1.1 | -1
CCOC(=O)C1CCN(Cc2ccc(F)c(Br)c2)CC1 | 128 | nt | -7 | nt | -8 | 0 | 6 | 1.1 | -1
CCCc1nc(N2CCCC2)c(C#N)c2c1CCCC2 | 87 | 11 | -4 | -11 | 0 | -6 | 4 | 1.1 | 4
COc1cc(C2c3c(oc4ccccc4c3=O)C(=O)N2Cc2ccncc2)ccc1O (stereo unspecified) | 105 | 6 | -3 | -4 | 2 | -2 | -4 | 1.1 | -2
CC(CN1CCOCC1)OC(=O)c1ccc(Br)cc1 (stereo unspecified) | 98[fluorescence artefact?] | nt | -7 | nt | nt | -6 | -4 | 1.1 | nt
COCCCn1c(=N)c(C(=O)NCc2ccc3c(c2)OCO3)cc2c(=O)n3cccc(C)c3nc21 | 91 | nt | -1 | nt | nt | 24 | 9 | 1.2 | nt
CCNC(=O)c1c(O)c2cccc3c2n(c1=O)CC3 | 112 | nt | -4[fluorescence artefact?] | nt | -1 | 2 | -1 | 1.5 | 3
c1coc(CNc2c3c(nc4ccccc24)CCC3)c1 | 71[fluorescence artefact?] | 0 | -13 | 1 | -2 | 40[fluorescence artefact?] | -3 | 1.1 | -2
O=C(NC1CCCCC1)C(c1ccccc1)N1CCC2(CC1)OCCO2 (stereo unspecified) | 112 | nt | -3 | nt | -12 | 15[fluorescence artefact?] | 1 | 1.1 | 0
COc1ccc(NC(=O)c2ccco2)cc1NC(=O)c1cccc(OC(C)C)c1 | 119 | nt | 4 | nt | nt | -8 | 2 | 0.9 | nt
CC(C)(C)NCc1ccccc1OCc1cccs1 | nt | 3 | nt | -2 | 6 | nt | nt | nt | -3
O=C(NC1CCCCC1)C1CCN(S(=O)(=O)c2cccc3cccnc23)CC1 | 88 | -22 | 10 | 24 | -4 | -24 | 6 | 1.1 | 1
Cc1cccc(S(=O)(=O)c2c(N)n(/N=C/c3cccnc3)c3nc4ccccc4nc23)c1 | 113 | 2 | -3 | 0 | 7 | 20 | 7 | 0.8 | 3
O=C(CSc1nc2ccccc2[nH]1)NCc1ccco1 | 119[fluorescence artefact?] | 0 | -3 | -3 | -5 | -1 | 6 | 1.2 | -3
CN(Cc1cc2ccccc2[nH]c1=O)S(=O)(=O)c1ccccc1 | 109 | 10 | 4 | -6 | -5 | -4 | 9 | 1.1 | -3
CCOC(=O)C(NC(=O)CC)(Nc1sc2c(c1C(=O)OC)CCN(C)C2)C(F)(F)F (stereo unspecified) | 104 | -3 | 12 | 4 | nt | -2 | 5 | 1.1 | nt
CCOC(=O)c1ccc(S(=O)(=O)N2CCN(CC(=O)NC(=O)NC(C)(C)C)CC2)cc1 | nt | -4 | nt | 6 | -4 | nt | nt | nt | -2
O=C1CC(c2cccc(Cl)c2)Cc2nc(N3CCN(c4ccccc4)CC3)ncc21 (stereo unspecified) | 128[fluorescence artefact?] | 17 | 17[fluorescence artefact?] | -22 | nt | 10[fluorescence artefact?] | 9 | 1.1 | nt
CC(C)(C)NCCCCOc1ccc(F)cc1 | 92 | 7 | -19 | -5 | 0 | 5 | 4 | 1.1 | -2
CN1CCN(C2=Cc3ccccc3Sc3cc(F)ccc32)CC1 | 56 | -8 | -16 | 7 | nt | 3[fluorescence artefact?] | -4 | 1.2 | nt

Reprinted at random: four records from the list.
SMILES | ERa coact pot | sEH act | Smad3 inh | sEH inhibitor | CD11b adhes inh | ERb SRC1 inh | Candida biofilm | MT1-MMP txn act | Mac1 fbg enh
CCOc1ccc(S(=O)(=O)N(C)c2ccc(OCC(=O)N3CCOCC3)cc2)cc1 | 84 | -12 | -2 | 9 | 1 | 20 | 2 | 1.1 | -1
CCCCNS(=O)(=O)c1ccc2nc(SCC(=O)Nc3sccc3C#N)[nH]c2c1 | 86[fluorescence artefact?] | 0 | 15 | -2 | 102* | 1 | 5 | 1 | -8
CCOC(=O)C1CCN(Cc2nc3ccccc3c(=O)n2-c2ccc(OCC)cc2)CC1 | 106 | 7 | 5 | -5 | 18 | 0 | 3 | 1.1 | 1
CC(CN1CCOCC1)OC(=O)c1ccc(Br)cc1 (stereo unspecified) | 98[fluorescence artefact?] | nt | -7 | nt | nt | -6 | -4 | 1.1 | nt

Going on with the list:
SMILES | ERa coact pot | sEH act | Smad3 inh | sEH inhibitor | CD11b adhes inh | ERb SRC1 inh | Candida biofilm | MT1-MMP txn act | Mac1 fbg enh
COc1cc(C(C[N+](=O)[O-])c2c(C)[nH]c3ccccc23)cc(OC)c1OC (stereo unspecified) | nt | 0 | nt | 2 | -12 | nt | nt | nt | -5
Cn1c(SCc2ccccc2F)nnc1-c1cnccn1 | 101 | -6 | 6 | 4 | -2 | 2[fluorescence artefact?] | -4 | 1.5 | -6
CCOC(=O)Cc1ccc(NS(=O)(=O)c2ccc(SC)cc2)cc1 | 52[fluorescence artefact?] | -7 | 3 | 8 | nt | 18 | -1 | 1.4 | nt
CC1(C)CC(=O)C=C(NCc2cccs2)C1 | 110 | 5 | 1 | -6 | -3 | 4 | -1 | 1.2 | 4
C[C@]12CC[C@@H]3c4ccc(O)cc4[C@@H](O)C[C@H]3[C@@H]1CC[C@@H]2O | 530* | nt | -18 | nt | nt | 12[fluorescence artefact?] | 2 | 1.1 | nt
CC1CCCCN1C(=O)c1cc(F)c(F)cc1Cl (stereo unspecified) | 118 | -6 | 2 | 7 | -8 | -7 | -3 | 1.1 | -4
COc1ccc(OC)c(NC(=O)C2CC(=O)n3ncnc3N2)c1 (stereo unspecified) | 125[fluorescence artefact?] | 4 | 15[fluorescence artefact?] | 1 | 7 | -17[fluorescence artefact?] | 4 | 1.2 | -3
O=c1cc(CN2CCN(c3ccccc3F)CC2)c2cc3c(cc2o1)CCCC3 | 85 | 4 | 8 | -6 | 4 | -6 | 2 | 1.1 | 3
Cc1cccc(CSc2nnc(N)n2-c2ccccc2)c1 | 109 | -7 | 3 | 8 | nt | -2 | 3 | 1.2 | nt
COc1c(Cl)cc(Cl)cc1C(=O)Nc1ccccc1N1CCN(C(C)=O)CC1 | 112 | 5 | 6 | -5 | nt | 13 | 9 | 1.1 | nt
O=C1CC(C2CCCO2)C(=O)N1Cc1ccccc1 (stereo unspecified) | 103 | -8 | 1 | 10 | -24 | -7 | 2 | 1.2 | -2
N#CCC(=O)NCC1(c2ccccc2)CCCC1 | 110 | -24 | -3 | 24 | -4 | 1 | 6 | 1.3 | 2
O=C(c1cc(-c2ccncc2)nc2ccc(Cl)cc12)N1CCN(C(=O)C2CCCO2)CC1 (stereo unspecified) | 84 | -11 | 11 | 15 | -57 | 0 | 0 | nt | -2
O=C(COc1ccc(S(=O)(=O)N2CCCC2)cc1Cl)Nc1ccc2c(c1)OCO2 | 82 | -16 | -2 | 14 | -1 | 24 | 3 | 1.1 | 3
O=C(O)CN(Cc1ccccc1)S(=O)(=O)c1ccc(F)cc1 | 110[fluorescence artefact?] | 1 | 4 | 2 | 6 | 1 | 1 | 1.3 | -3
CCN1CCN(/C=N/c2nc(C)cs2)CC1 | 80 | -3 | 6 | 6 | -19 | 1 | 7 | 1.5 | 2
CCn1cc(C(=O)NC(=S)Nc2cccc(O)c2)cn1 | nt | -18 | nt | 19 | -3 | nt | nt | nt | -2
CC(C)C(O)(C#CCN1CCCCC1)c1ccccc1 (stereo unspecified) | 112 | 1 | -10 | -4 | 11 | -2 | -1 | 1.2 | -6
N#Cc1ccc(C23CC4CC(CC(C4)C2)C3)[nH]c1=O | 123 | -12 | -7 | 13 | -5 | 35 | -1 | 1.4 | -1
COC(=O)C1(c2ccccc2)NC(c2cccs2)C2C(=O)N(C)C(=O)C21 (stereo unspecified) | 107 | 2 | 1 | 0 | -11 | -13 | 3 | 1.2 | -6
CCn1c(SCC(=O)Nc2nc(C)c(C(=O)OC)s2)nnc1C(C)C | 94 | nt | 3 | nt | 0 | -5 | 7 | 1 | -3
O=C1/C(=C/c2ccc(F)cc2)SC(=S)N1Nc1ncc(C(F)(F)F)cc1Cl | nt | -2 | nt | 2 | 11 | nt | nt | nt | -4
COC(=O)c1ccc(OC(=O)c2ccc(OCc3c(C)noc3C)c(OC)c2)cc1 | 280*[fluorescence artefact?] | nt | -5 | nt | 2 | 49[fluorescence artefact?] | 3 | 1.1 | -2
CC(C)(C)c1ccc(C(=O)NCCC(=O)NCc2ccco2)cc1 | 102 | nt | 1 | nt | nt | 2 | 5 | 1 | nt
CCOC(=O)CSC1=C(C#N)C(c2ccc(C)o2)CC(=O)N1 (stereo unspecified) | 94 | nt | 2 | nt | nt | -2 | 2 | 0.4 | nt
Other records
SMILES | ERa coact pot | sEH act | Smad3 inh | sEH inhibitor | CD11b adhes inh | ERb SRC1 inh | Candida biofilm | MT1-MMP txn act | Mac1 fbg enh
FC(F)(F)c1cccc(-c2noc(CN3CCOCC3)n2)c1 | 96 | -4 | 3 | 6 | -1 | -9 | 13 | 1.1 | 4
Cc1cccc(S(=O)(=O)CC(=O)Nc2nc(-c3ccccc3)cs2)c1 | 103 | 7 | 3 | -10 | 22 | -6 | 6 | 1.1 | -4
CCOC(=O)c1c(NC(=O)CSc2nc3ccccc3o2)sc(C)c1C | nt | 2 | nt | 0 | 24 | nt | nt | nt | -1
CC(C)(C)C(=O)Nc1cc2nn(-c3ccccc3)nc2cc1Cl | 119 | 4 | 2 | -4 | 99* | -4[fluorescence artefact?] | 3 | 0.5 | -14
Cc1cc(/C=N/n2cnnc2)c(C)n1-c1ccc(OCc2ccc(Cl)cc2)cc1 | 73 | -22 | 49 | 18 | 88 | -3 | 5 | 1.1 | -9
O=C(Nc1nnc(-c2ccccc2)s1)c1cc(S(=O)(=O)N2CCOCC2)c(Cl)cc1Cl | 124[fluorescence artefact?] | -8 | 9 | 9 | 8 | 1 | 3 | 1.1 | -2
CCN(CC)CCNc1nc2c(c(=O)n(C)c(=O)n2C)n1C/C=C(/C)Cl | 124 | nt | -6 | nt | -5 | -1[fluorescence artefact?] | 5 | 1.1 | -1
CCOc1ccc(-c2nc3n(c(=O)c2C#N)CCCS3)cc1 | 123 | 5 | 0 | -7 | 9 | -2 | 3 | 1.1 | 0
COc1ccc(C2C(C(=O)N3CCOCC3)CCC(=O)N2c2cc(OC)c(OC)c(OC)c2)cc1 (stereo unspecified) | 101 | -10 | -3[fluorescence artefact?] | 10 | nt | -9[fluorescence artefact?] | 6 | 1 | nt
Fc1ccc(C(CCCn2nnc(-c3cccnc3)n2)c2ccc(F)cc2)cc1 | 79 | -1 | -1 | 5 | 44 | -8 | 6 | 1.3 | -2

Entries of single compounds, looked up by structure. Order of values: ERa coact pot, sEH act, Smad3 inh, sEH inhibitor, CD11b adhes inh, ERb SRC1 inh, Candida biofilm, MT1-MMP txn act, Mac1 fbg enh
`O=C(Nc1nnc(-c2ccccc2)s1)c1cc(S(=O)(=O)N2CCOCC2)c(Cl)cc1Cl` across the screens: 124[fluorescence artefact?], -8, 9, 9, 8, 1, 3, 1.1, -2
`Cc1cccc(S(=O)(=O)CC(=O)Nc2nc(-c3ccccc3)cs2)c1` across the screens: 103, 7, 3, -10, 22, -6, 6, 1.1, -4
